UBC13 polyUb = inhibitors of human UBC13 polyubiquitin chain formation; 330,000 compounds, 0.47% hits; P61088; inhibition, % at 20 µM; TR-FRET; AID 485273; in the data active = inhibition above about 45%, passing the limit was not always enough
Target sequence (P61088 whole entry, looked up): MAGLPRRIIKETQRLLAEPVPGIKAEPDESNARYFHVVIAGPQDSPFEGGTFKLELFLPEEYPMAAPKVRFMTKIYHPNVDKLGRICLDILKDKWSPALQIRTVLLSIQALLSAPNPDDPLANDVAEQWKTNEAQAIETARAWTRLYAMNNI
ATG4B inh = inhibitors of human ATG4B cysteine protease; Q9Y4P1; ATG4B cleavage of LC3-PLA2, NBD-HPC fluorescence, 1 h; inhibition, % at 8.33 µM; 340,000 compounds, 0.51% hits; AID 504462; in the data active = inhibition above about 40%
EBI2 block = blocks human EBI2 receptor beta-arrestin signaling. P32249. EBI2 beta-arrestin recruitment, luminescence, 7a,25-OHC stimulated. inhibition, % at 5 µM. 360,000 compounds, 0.81% hits; in the data active = inhibition above about 38%;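 note: enzyme fragment complementation signal reports receptor beta-arrestin coupling in cells; 0% = agonist plus DMSO wells and 100% = wells without agonist; some results beyond the cut were filed as inactive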
Target sequence (P32249 whole entry, looked up, the tested form may be a part): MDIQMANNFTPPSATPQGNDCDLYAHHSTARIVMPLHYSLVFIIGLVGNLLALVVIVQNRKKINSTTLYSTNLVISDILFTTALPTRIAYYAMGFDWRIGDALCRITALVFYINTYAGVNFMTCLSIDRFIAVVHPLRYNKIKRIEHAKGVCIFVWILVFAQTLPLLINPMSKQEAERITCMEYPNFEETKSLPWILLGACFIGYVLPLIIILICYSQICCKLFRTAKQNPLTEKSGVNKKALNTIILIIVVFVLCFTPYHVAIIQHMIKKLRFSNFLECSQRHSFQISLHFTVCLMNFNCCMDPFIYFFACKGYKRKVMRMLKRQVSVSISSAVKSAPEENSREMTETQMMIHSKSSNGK
CCR6 antag = antagonists of human CCR6 receptor; P51684; CHO-K1 CCR6 PathHunter beta-arrestin, luminescence, CCL20-stimulated; inhibition, % at 20 µM; 340,000 compounds, 0.49% hits; AID 493098;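 active = compounds whose inhibition of the agonist-driven luminescence signal at 20 µM reaches about 50%, limit read from the data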;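 note: cells stimulated with CCL20 at 14 nM final; plate controls were DMSO with CCL20 for no effect and DMSO without agonist for full effect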
Target sequence (P51684 whole entry, looked up): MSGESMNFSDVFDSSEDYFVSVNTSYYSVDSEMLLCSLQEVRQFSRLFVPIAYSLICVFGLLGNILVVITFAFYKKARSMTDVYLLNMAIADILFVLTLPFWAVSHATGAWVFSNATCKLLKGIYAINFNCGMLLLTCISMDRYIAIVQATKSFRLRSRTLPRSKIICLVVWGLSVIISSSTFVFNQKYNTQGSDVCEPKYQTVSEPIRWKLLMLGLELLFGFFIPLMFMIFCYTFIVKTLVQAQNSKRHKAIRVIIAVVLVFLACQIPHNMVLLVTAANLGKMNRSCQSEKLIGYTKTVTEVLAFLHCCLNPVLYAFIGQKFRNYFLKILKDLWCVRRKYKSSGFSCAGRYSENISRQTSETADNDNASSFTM
APJ agonist = agonists of human APJ apelin receptor | P35414 | CHO-K1 APJ PathHunter beta-arrestin, luminescence; 0% DMSO wells, 100% apelin | activation, % at 20 µM | 330,000 compounds, 0.11% hits;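 active = activation more than six SD over the plate average, tested at 20 µM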;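 note: 0% = DMSO alone and 100% = apelin-13 at 10 nM; some results filed as inactive read as strong as hits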
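Assay system: CHO-K1 cells stably expressing ProLink-tagged human APJ and arrestin–beta-gal acceptor. Compound dosing: 20 µM single point, 1% DMSO. Times: 16-18 h seeding, 90 min dark compound exposure, 60 min detection. Detection: beta-gal luminescence. Evaluation: APJ–arrestin association signal. Controls: negative DMSO alone, positive Apelin-13 at 10 nM.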
APJ antag = blocks the human apelin receptor APJ | P35414 | CHO-K1 APJ beta-arrestin complementation, luminescence | inhibition, % at 20 µM | 330,000 compounds, 0.32% hits | AID 2521;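 active = inhibition above about 40% at 20 µM, limit read from the data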;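 note: cells challenged with 10 nM apelin-13 agonist together with compound; plate controls were apelin-13 plus DMSO wells for no effect and DMSO wells lacking apelin-13 for full effect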
CXCR6 block = inhibitors of human CXCR6 receptor. AID 602244. inhibition, % at 20 µM. O00574. 360,000 compounds, 0.36% hits. CHO-K1 PathHunter CXCR6 beta-arrestin, luminescence; in the data active = inhibition above about 34%, passing the limit was not always enough;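 note: antagonist mode with CXCL16 agonist at 10 nM final; 0% = 10 nM CXCL16 with DMSO and 100% = unstimulated wells without agonist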
Gli-Sufu block = antagonists of Gli-Sufu signaling; Sufu-KO-LIGHT fibroblasts, Gli luciferase reporter luminescence; inhibition, % at 5 µM; 340,000 compounds, 0.74% hits; AID 588413;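 active = inhibition above about 55%, limit read from the data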;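 note: 0% = DMSO-treated cells and 100% = wells with medium but no cells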
* = called active by the depositor; / = not tested or not shown.

SMILES,UBC13 polyUb,ATG4B inh,EBI2 block,CCR6 antag,APJ agonist,APJ antag,CXCR6 block,Gli-Sufu block
O=C(Nc1ccccc1Cl)C(=O)c1cn(CC(=O)N2CCOCC2)c2ccccc12,-7.5,2.8,6.7,12.0,0.5,10.7,4.9,-79.5
O=C(NCc1cccc(F)c1)c1ccc(N2C(=O)Cn3c(cc4sccc43)C2=O)cc1,4.4,41.2*,3.1,-5.2,-1.7,0.4,-4.9,1.8
COc1cc(/C=C/C(O)=C/C(=O)/C=C/c2ccc(O)cc2)ccc1O,-59.7,48.4*,13.1,60.9*,-9.1,3.9,40.2*,7.6
C/C(CC(=O)Nc1cccc2c1CCCC2)=N\NC(=O)c1ccccc1N,18.2,18.3,-4.4,-9.3,-1.1,-6.3,0.6,1.0
O=C(NCCCNC(=O)c1ccccn1)c1ccc(F)cc1,-3.8,-3.8,4.2,3.6,-1.8,6.5,-5.9,-2.8
Cn1c(SCC(=O)N2CCCCC2)nc2c([nH]c3ccccc32)c1=O,5.3,-13.6,8.6,-1.9,-1.1,25.9,3.5,18.3
COc1ccccc1N1CCN(C(=O)Cn2ncc3c([nH]c4ccccc43)c2=O)CC1,0.5,-10.3,-1.8,10.2,4.8,2.2,-0.1,19.5
CN(C)c1ccc(CC2C(=O)Nc3ccccc32)cc1 (centres undefined),-1.5,2.3,-16.4,-8.4,7.8,-33.3,-6.2,-1.2
Cc1ccn(CCC(=O)N2CCc3ccccc32)n1,-1.3,-13.5,3.5,0.0,-3.4,0.5,-3.7,7.2
CCc1ccc(OCC(=O)N/N=C2\CC(=O)c3ccccc32)cc1,-9.6,/,41.7,/,7.2,-21.3,6.2,/
Cc1ccc(C(=O)OC(C(=O)O)C(OC(=O)c2ccc(C)cc2)C(=O)O)cc1 (centres undefined),-4.7,-5.3,3.5,0.0,-3.4,12.2,6.7,-5.9
COc1ccc(N(C)S(=O)(=O)c2ccc3c(c2)NC(=O)CC(=O)N3)c(OC)c1,-3.3,1.9,-7.8,4.9,-1.4,-3.5,-1.7,25.3
O=Cc1ccccc1OCc1ccc2c(c1)OCO2,-12.7,32.6,-19.8,9.0,0.0,-27.7,2.2,-77.6
COc1ccc(C(=O)Nc2ccc(S(=O)(=O)N3CCCCC3C)cc2)c(OC)c1OC (centres undefined),-2.3,-28.2,9.0,0.8,-1.1,1.7,10.0,7.5
COc1ccc(/C=C/c2cccc[n+]2C)c(O)c1,-44.8,8.4,-8.4,13.6,2.6,-11.3,-5.2,33.7
CCc1cc(=O)[nH]c(SCC(=O)NCc2ccc3c(c2)OCO3)n1,-1.8,-6.4,0.7,-6.1,0.2,-54.6,-7.5,-6.3
Cc1ccnc2nc(C(=O)Nc3ccc(S(=O)(=O)N4CCCC4)cc3)nn12,2.2,-2.7,4.3,6.0,-5.2,-6.9,-16.6,1.2
c1ccc(-n2cnc3cc(NCc4ccccn4)ccc32)cc1,-1.3,-0.7,-7.4,-10.2,2.1,5.4,6.6,-9.6
CCOc1cc(NC(=S)N2CCC(C(N)=O)CC2)c(C(=O)OC)cc1OCC,-4.6,-10.1,2.4,-4.1,0.0,-5.5,-2.4,-7.8
O=C(CC1SCCNC1=O)Nc1cccc(C(F)(F)F)c1 (centres undefined),2.0,-1.8,-12.0,-31.2,-1.9,13.7,3.5,6.2
Cc1cccc(N(CC(=O)NC2CCCC2)C(=O)CNC(=O)c2ccco2)c1C,1.7,-2.3,-2.8,-5.4,-3.3,3.4,-3.9,19.3
Cc1ccc(S(=O)(=O)Nc2ccc3c(c2)C(=O)N([C@H](C)CO)C[C@H](C)[C@@H](CN(C)Cc2ccc(-c4ccccc4)cc2)O3)cc1,14.9,-14.5,27.9,8.8,-1.3,-3.6,-3.0,8.8
O=C(c1cn(-c2ccccc2)nc1-c1ccccc1)N1CCN(c2ccccn2)CC1,13.0,-4.7,-1.4,0.3,-2.9,1.4,2.5,-12.1
Cc1cc(C)n2nc(C(=O)OC(C)C(=O)c3ccccc3)nc2n1 (centres undefined),-2.0,-5.7,3.9,2.1,6.6,-44.8,-0.6,-2.9
O=C(Nc1ccccc1C(=O)O)c1cccc(N2C(=O)c3ccccc3C2=O)c1,-2.0,2.6,-11.1,7.7,1.3,13.4,-1.0,20.2
COc1ccc(C2c3c(oc4ccccc4c3=O)C(=O)N2c2ccccn2)cc1 (centres undefined),13.5,2.0,3.8,15.1,-2.7,-7.8,7.1,0.8
CC(C)Nc1nc(NC(C)C)nc(C(N)=O)n1,-6.1,1.2,-11.8,-5.1,-2.6,11.7,2.3,8.5
COc1ccc(C(=O)N(C)CCCC2CCCC2)cc1OC1CCN(C(C)C)CC1,8.0,7.0,3.5,4.0,4.0,-6.8,-4.5,33.9
CCN(CC)c1ccc(NC(=O)c2ccc(Br)o2)c(C)c1,-5.2,1.4,4.5,2.1,-2.8,-2.7,-3.0,-11.2
O=C(Nc1ccccc1N1CCCCC1)C1=COCCO1,13.6,10.7,-0.4,8.9,-4.8,1.1,8.2,7.2
CN(Cc1ccc(F)cc1)C(=O)c1cccc(S(=O)(=O)NCc2ccccc2)c1,3.8,-3.2,6.4,9.5,-5.2,2.0,-3.0,4.1
CC1CCN(S(=O)(=O)c2cccc(C(=O)N(Cc3ccccc3)c3ccccn3)c2)CC1,18.6,-6.4,-7.1,14.8,-4.7,-15.1,-6.6,11.0
CCOc1ccc(C(=O)NCC(c2cccs2)N2CCOCC2)cc1 (centres undefined),-9.7,-53.9,-4.9,3.9,-2.5,3.0,3.1,-0.6
CC1(C)Cc2c(cnn2-c2cccc(F)c2)C(NC(=O)CCc2cnccn2)C1 (centres undefined),-8.1,-5.8,-7.6,0.8,13.2,-4.3,10.1,28.3
CSc1cccc(NC(=O)Nc2ccc(Cl)cc2)c1,5.8,6.6,-0.8,-18.7,1.8,-25.2,-19.4,-19.9
CCOc1ccccc1NC(=O)C(NCC1CCCCC1)c1ccccc1 (centres undefined),11.7,-11.0,-2.0,29.7,-3.3,14.1,11.4,34.5
O=C(Cc1c(F)cccc1Cl)Nc1ccncc1,3.0,-10.4,-6.1,1.2,8.0,-5.2,12.5,-0.7
COc1cccc(CNC(=O)C2CCCN(S(=O)(=O)c3c(C)noc3/C=C/N(C)C)C2)c1 (centres undefined),-0.2,-14.4,2.7,15.8,-1.3,11.2,4.8,2.6
Cc1c(C#N)sc2nc(-c3ccccc3)nc(N3CCCC3)c12,38.0,-2.1,21.1,0.8,-5.3,4.3,-4.2,9.1
CC1(C)CC(CCNC(=O)CCl)(c2ccccc2)CCO1 (centres undefined),-8.8,-9.6,-9.1,10.8,-1.8,1.6,-10.3,-5.0
CC(C)(C)NC(=O)COc1ccc(CNCc2cccnc2)cc1,20.4,-1.5,-7.3,-7.2,-3.8,9.6,11.5,19.4
CCn1c(SCc2nc(CC(=O)Nc3ccccc3OC)no2)nnc1-c1cccs1,-7.1,-11.6,-0.8,-7.6,-0.9,6.1,3.2,4.0
O=C(CCC1CCCC1)NNC(=O)c1ccc(F)cc1,5.5,0.6,-0.4,2.3,-4.6,12.6,-8.3,2.3
CC(C)(C)C(=O)Cn1ncc(NC2CC2)c(Br)c1=O,-0.1,6.0,0.1,12.2,-1.8,18.3,-12.0,-3.9
Cc1nc2nc(SCc3ccccc3)[nH]n2c(=O)c1CCC(C)C,2.2,4.8,-3.7,5.9,-2.3,-8.8,6.5,5.0
Cc1cccc(NC(NC(=O)c2ccccn2)C(Cl)(Cl)Cl)c1 (centres undefined),-10.5,-7.9,-5.7,-1.4,0.4,-0.6,-1.8,-5.3
CN(C)c1ccc(C(=O)OCC(=O)N2CCCC2)cc1,1.0,2.6,-3.7,-4.1,-3.2,28.0,-11.4,-33.7
COCCNC(=O)CN(Cc1cccs1)C(=O)CCC(=O)Nc1nccs1,3.4,-3.8,0.2,3.4,-1.6,7.8,-9.4,-4.8
CC(O)(Cc1ccccn1)Cc1ccccn1,/,-8.7,-2.2,10.0,/,/,1.8,2.2
Cc1cc(S(=O)(=O)N2CCCC2)ccc1OCC(=O)N1CCCCC1,-0.1,-4.9,-4.5,2.2,-4.6,-5.5,-5.0,-2.0
O=C(Nc1cnc2sc3c(n2c1=O)CCCC3)c1ccc(F)cc1,3.1,3.7,4.9,-13.4,-3.4,-1.0,-4.4,-56.6
CCCCn1c(SCC(N)=O)nc2c(sc3ccccc32)c1=O,-5.8,4.5,15.8,-1.8,-0.6,15.8,-2.9,-0.4
Cc1ccccc1CN1CCN(Cc2ccccc2C(F)(F)F)CC1,-0.6,13.4,3.8,15.8,-5.5,-24.0,-14.2,2.9
O=C(NCCCc1ccccn1)C1CCC(=O)N(Cc2cccc(F)c2)C1 (centres undefined),-2.6,-2.0,3.3,-0.3,-4.3,-1.2,-10.6,-3.8
COc1ccc(CCNC(=O)c2noc(C(C)C)c2[N+](=O)[O-])cc1OC,6.7,-3.2,-1.9,5.5,0.6,3.2,-3.4,11.7
CCOC(=O)Cc1csc(NC(=O)COc2ccc(N(C)S(=O)(=O)c3cccs3)cc2)n1,-7.9,-14.0,2.9,-15.9,-1.8,-29.5,-3.6,3.3
CCN(CC)S(=O)(=O)c1cccc2cc(C(=O)O)c(O)cc12,9.3,-0.4,-7.5,5.7,-4.2,-3.7,8.7,0.9
CCC(C)NC(=O)c1c(N)n(/N=C/c2ccccn2)c2nc3ccccc3nc12 (centres undefined),5.6,-19.3,26.9,-16.8,-0.9,-13.3,-7.8,34.3
Cc1ccc(-n2c(C)cc(C(=O)CN3CCOCC3)c2C)cc1,-0.4,4.4,1.9,4.9,-2.9,8.1,2.4,-11.1
Cc1nc(SCC(=O)c2c[nH]c3ccccc23)n[nH]1,7.3,-6.9,1.4,11.2,3.4,0.5,5.1,3.1

Some entries already given, limited to CXCR6 block.
SMILES	CXCR6 block
O=C(CC1SCCNC1=O)Nc1cccc(C(F)(F)F)c1 (centres undefined)	3.5
Cc1cccc(N(CC(=O)NC2CCCC2)C(=O)CNC(=O)c2ccco2)c1C	-3.9

Other entries:
SMILES,UBC13 polyUb,ATG4B inh,EBI2 block,CCR6 antag,APJ agonist,APJ antag,CXCR6 block,Gli-Sufu block
COc1cccc(NC(=O)NCc2cccn2C)c1,4.5,-0.1,5.9,-2.1,3.5,-7.6,-7.2,-2.7
COc1ccc2[nH]cc(CCn3ccc(=O)c(C)c3C)c2c1,-12.5,-3.7,4.2,2.5,-0.5,-23.4,4.7,23.2
COc1ccc(-c2nnc(N(C)C(=O)c3cccnc3)s2)cc1,-9.6,-15.0,9.1,-0.4,2.0,-1.2,1.3,-51.3
CCOC(=O)C1=C(C)N(C)C(=O)NC1c1c(C)nn(-c2ccccc2)c1C (centres undefined),-5.7,-2.1,-4.9,-17.2,3.5,5.4,3.6,-0.6
COc1cc(OC)c2c(-c3ccccc3)cc(=O)oc2c1C(CCN1CCOCC1)c1ccc2c(c1)OCO2 (centres undefined),/,3.1,10.5,24.0,/,/,24.3,-7.7
O=C(CCNC(=O)c1ccc(Cl)cc1)Nc1ccc(S(=O)(=O)N2CCOCC2)cc1,-3.8,-8.1,5.4,5.6,-2.3,-18.9,0.0,-16.4
O=C(CSc1nnc(-c2ccc(C(F)(F)F)cn2)s1)c1ccc(Cl)cc1,-6.1,7.0,-6.1,4.9,-5.8,-1.6,-12.0,4.2
N/C(=N\OC(=O)c1cc(Cl)ccc1Cl)c1ccccn1,2.6,-13.7,-21.2,-20.4,5.6,-22.6,-16.6,-82.1

Screening results: PubChem, Sanford-Burnham Center for Chemical Genomics
